# NCF1 inh – p47phox/p22phox peptide binding inhibitors, primary screen, biochemical, uHTS, NADPH oxidase regulatory subunit. Neutrophil cytosol factor 1 (Homo sapiens), P14598. fluorescence polarization, 2 h. inhibition, % at 24.7 µM. hit rate 0.53% among 220,000. AID 1274, 2008;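 active = inhibition above about 30%, limit read from the data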;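 also: 0% = p47phox with labelled peptide and 100% = labelled peptide alone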
# Target sequence (P14598 whole entry, looked up): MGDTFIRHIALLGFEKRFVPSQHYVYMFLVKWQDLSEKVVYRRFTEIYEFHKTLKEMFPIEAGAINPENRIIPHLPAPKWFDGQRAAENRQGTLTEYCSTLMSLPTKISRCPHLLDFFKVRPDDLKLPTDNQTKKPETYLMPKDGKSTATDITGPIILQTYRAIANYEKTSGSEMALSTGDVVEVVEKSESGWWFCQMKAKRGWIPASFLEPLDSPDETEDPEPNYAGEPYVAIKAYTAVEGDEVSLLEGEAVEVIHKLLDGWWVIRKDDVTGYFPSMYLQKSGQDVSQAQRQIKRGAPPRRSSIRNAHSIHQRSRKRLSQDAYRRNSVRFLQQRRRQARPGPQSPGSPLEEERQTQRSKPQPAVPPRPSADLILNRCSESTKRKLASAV
# Mdm2 ligase inh – MDM2-luciferase reporter signal enhancers, primary screen, MDM2 E3 ligase inhibitor project, cell-based, luminescence, 1536-well. AID 1230, 2008. cell-based MDM2 ubiquitination luciferase reporter, 2 h; 0 = plate control, 100 = twice control, blank-subtracted. hit rate 0.11% among 210,000. signal enhancement, % at 5 µM. E3 ubiquitin-protein ligase Mdm2 (Homo sapiens), Q00987;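 active = signal enhancement of 30% or more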;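 also: luminescence tracks abundance of the self-degrading MDM2-luciferase fusion protein; higher signal means inhibition of MDM2 E3 ligase activity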
#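 Assay system: stable mammalian line carrying autodegrading MDM2–luciferase fusion reporter; amount: 2000 cells seeded into each well; buffer or medium: DMEM; benchmarks: plate control and blank wells; signal: luciferase luminescence; timing: 2 h compound exposure at 37 °C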
# 14-3-3 Bad inh – inhibitors of 14-3-3 zeta/Bad binding, primary screen, biochemical, TR-FRET, bovine 14-3-3 zeta | 14-3-3 protein zeta/delta (Bos taurus), P63103 | TR-FRET 14-3-3zeta/Dy647-pBad peptide displacement, 1 h | inhibition, % at 21.7 µM | hit rate 0.71% among 220,000;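 active = inhibition above about 70%, limit read from the data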;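 also: 0% = full 14-3-3 plus peptide FRET controls and 100% = background without 14-3-3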
# zVAD death inh – inhibitors of zVAD-triggered necroptosis, primary screen, L929 cells; viability rescue, % at 10 µM; hit rate 0.38% among 220,000; L929 zVAD necroptosis rescue, ATP luminescence, 24 h; with zVAD 60 µM;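 active = activation, scaled between plate controls, above about 75%, limit read from the data; inactive = activation under that limit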;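 also: 0% = zVAD with DMSO and 100% = DMSO alone without zVAD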
# Runt-SMMHC FRET – inhibitors of RUNX1 Runt–CBFb-SMMHC binding, primary screen, biochemical, FRET, Cerulean-Runt, Venus-CBFb-SMMHC, uHTS | Runt-related transcription factor 1 (Homo sapiens) + Core-binding factor subunit beta … | Cerulean-Runt/Venus-CBFb-SMMHC FRET ratio 530/480, 1 h | inhibition, % at 20 µM | hit rate 0.74% among 220,000 | AID 1434, 2008;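 active = mean inhibition across duplicate retests at 20 µM reaching about 50%, limit read from the data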;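 also: 0% = DMSO wells and 100% = wells with excess untagged CBFb-SMMHC; inhibitors lower the FRET ratio by blocking Runt binding to CBFb-SMMHC; some results filed as inactive read as strong as hits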
# Runt-CBFb FRET – inhibitors of RUNX1 Runt–CBFb binding, primary screen, biochemical, FRET, Cerulean-Runt, Venus-CBFb, uHTS. Cerulean-Runt/Venus-CBFb FRET ratio 530/480, 1 h. Runt-related transcription factor 1 (Homo sapiens) + Core-binding factor subunit beta …. inhibition, % at 20 µM. hit rate 0.46% among 220,000. AID 1496, 2009;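 active = inhibition over about 50% at 20 µM in the single-dose screen, limit read from the data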;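 also: 0% = DMSO wells and 100% = excess unlabeled CBFb competitor control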
#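 Measured by: fluorescence energy transfer, 422 nm excitation, 530/480 nm emission; test system: Cerulean-tagged RUNX1 Runt domain (FRET donor) fusion protein; buffer or medium: Tris pH 7.5 buffer with BSA; compound: one dose, 20 µM compound, 1% DMSO; times: two 1 h room-temperature incubations shielded from light; benchmarks: unlabeled CBFb 5 µM, positive control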
# EBV gp42 inh – Epstein-Barr virus gp42 inhibitors, primary screen, biochemical, uHTS, fluorescence polarization; Glycoprotein 42 (Epstein-Barr virus (strain AG876)), Q1HVG2; Fluorescence polarization binding assay, mP read-out; inhibition, % (tested at 21.74 µM); hit rate 0.42% among 220,000; in the data active = inhibition above about 50%
# Hck-Nef inh – inhibitors of Nef-activated human Hck kinase, primary screen, biochemical, Z-Lyte FRET, 384-well, Hck-YEEI | inhibition, % at 20 µM | hit rate 0.68% among 220,000 | Recombinant Hck-YEEI plus Nef, Z-Lyte FRET kinase assay | Tyrosine-protein kinase HCK (Homo sapiens), P08631;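 active = Hck-Nef kinase inhibition above about 50%, limit read from the data; inactive = inhibition below that limit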;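 also: 0% = DMSO with Hck plus Nef and 100% = Hck alone without Nef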
# Target sequence (P08631 whole entry, looked up): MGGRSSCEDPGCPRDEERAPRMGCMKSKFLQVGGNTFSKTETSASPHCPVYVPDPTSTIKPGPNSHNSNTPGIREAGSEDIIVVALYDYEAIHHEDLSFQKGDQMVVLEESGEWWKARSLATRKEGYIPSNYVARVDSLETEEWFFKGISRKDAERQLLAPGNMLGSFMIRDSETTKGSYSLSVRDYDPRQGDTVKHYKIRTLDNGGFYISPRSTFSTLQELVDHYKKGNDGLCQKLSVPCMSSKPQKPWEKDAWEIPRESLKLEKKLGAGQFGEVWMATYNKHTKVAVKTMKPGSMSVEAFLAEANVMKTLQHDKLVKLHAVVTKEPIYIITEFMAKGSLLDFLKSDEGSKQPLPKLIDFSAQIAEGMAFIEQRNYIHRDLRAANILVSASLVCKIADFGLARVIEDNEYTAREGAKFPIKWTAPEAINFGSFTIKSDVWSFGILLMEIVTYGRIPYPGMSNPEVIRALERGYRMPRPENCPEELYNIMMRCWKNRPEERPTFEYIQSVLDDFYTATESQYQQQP
# Tb hexokinase – Trypanosoma brucei hexokinase 1 inhibitors, primary screen, biochemical, G6PDH-coupled NADH absorbance, MLSCN library | hexokinase 1 [Trypanosoma brucei] | recombinant TbHK1, G6PDH-coupled NADH A340 | inhibition, % at 10 µM | hit rate 0.11% among 220,000 | AID 1430, 2008;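 active = inhibition of 50% or more in the single-dose primary screen; inactive = inhibition below 50%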
# Starred values were filed as active, the others as inactive; nt = not tested or not shown; [ ] = another dose, or the depositor's remark. The order is random; about 3.2% have a hit in one of these screens.
# The first 2 compounds as a preview:
nr	SMILES	Tb hexokinase	EBV gp42 inh	Runt-SMMHC FRET	Runt-CBFb FRET	zVAD death inh	14-3-3 Bad inh	Hck-Nef inh	NCF1 inh	Mdm2 ligase inh
1	CCC1OC2(C)OC(=N)C1(C#N)C(C#N)(C#N)C2c1ccccc1 (configuration not stated)	-3	-14	67	22	2.4	-9[fluorescence artefact?]	17	-29	-9
2	Cc1cc(NS(=O)(=O)c2ccc(NC(=O)CCN3C(=O)c4ccccc4C3=O)cc2)no1	-1	-19	-2	0	-0.1	7[fluorescence artefact?]	0	8	-8

# The whole of this part, repeating the preview:
nr	SMILES	Tb hexokinase	EBV gp42 inh	Runt-SMMHC FRET	Runt-CBFb FRET	zVAD death inh	14-3-3 Bad inh	Hck-Nef inh	NCF1 inh	Mdm2 ligase inh
1	CCC1OC2(C)OC(=N)C1(C#N)C(C#N)(C#N)C2c1ccccc1 (configuration not stated)	-3	-14	67	22	2.4	-9[fluorescence artefact?]	17	-29	-9
2	Cc1cc(NS(=O)(=O)c2ccc(NC(=O)CCN3C(=O)c4ccccc4C3=O)cc2)no1	-1	-19	-2	0	-0.1	7[fluorescence artefact?]	0	8	-8
3	COC(=O)c1ccc(C(=O)OC)c(NC(=O)CCc2ccc(C)o2)c1	-5	-20	5	6	-0.2	1	3	-12	-5
4	CC(C)C(=O)n1nc(-c2cccnc2)nc1NCc1cccs1	5	-5	1	-1	73	-5	12	2	-10
5	COc1cc(CC(=O)Nc2ccc3c(c2)CCC3)cc(OC)c1OC	18	-16	2	-3	0.4	-8	-1	-11	-6
6	CN(c1ccc(C(=O)NCc2ccccn2)cc1)S(C)(=O)=O	0	14	-1	-1	0.4	9	-1	-7	-5
7	Cc1ccc(S(=O)(=O)N(C)C)cc1NC(=O)COC(=O)c1c(C)noc1C	-4	-8	6	0	-0.6	-2	1	-12	8
8	Cc1cc(C)nc(NC(=O)NS(=O)(=O)N2CCCCCC2)n1	8	-7	4	2	0.3	0	5	-10	4
9	O=C(c1ccc(CN2CCOCC2)cc1)N1CCN(c2ccccc2)CC1	1	-8	6	-1	-1.2	-5	-8	0	3
10	Cc1ccc(S(=O)(=O)c2nc(S(=O)(=O)c3ccc(C)cc3)c(NCc3ccco3)s2)cc1	-12	-2	-2	1	-0.1	-12	1	-14	-9
11	CCc1nnc(NC(=O)Cc2ccc(OC)cc2)s1	11	-1	6	2	-0.3	2	-14	0	3
12	CO/N=C/CC(=O)Nc1ccc(F)cc1F	3	-19	-3	-4	0.1	11	1	-3	0
13	CC1CC(=O)NN1C(=O)c1ccccc1 (configuration not stated)	-10	-12	0	0	0.3	4	12	-8	-5
14	CC(=O)Cc1nsc(NC(=O)c2csc3c2CCCC3)n1	-2	4	3	1	0.5	3	-1	-7	-3
15	O=c1nc(Nc2cccc(Cl)c2)oc2cc(Cl)oc(=O)c12	-9	-13	9	7	-0.2	2	16	-69	-77
16	Cc1ccc2nc(-c3cccc(N)c3)[nH]c2c1	-8	-12	-4	-2	-0.5	0	1	-18	-45
17	O=C(Nc1ccc(Cl)cc1)Nc1ccccc1C(=O)NCc1ccco1	-8	14	3	2	1.2	-11[fluorescence artefact?]	-2	-7	-21
18	CC(=O)c1cccc(N/C=C\C(=O)c2ccc(C)cc2)c1	-16	-8	8	-4	0.9	-16	1	3	-34
19	O=C(NCc1ccccc1)c1cc(-c2ccncc2)nc2ccc(S(=O)(=O)N3CCOCC3)cc12	-9	-20	-6	-5	nt	58[fluorescence artefact?]	35	20	7
20	COc1cc(NS(=O)(=O)c2cccc3nsnc23)cc(OC)c1	-15	-8	2	2	0.1	12	-1	-51	-8
21	N#C/C(=C\c1cn(-c2ccccc2)nc1-c1ccccc1)S(=O)(=O)c1ccccc1	-4	-6	-6	3	0.6	-40	16	-21	-6
22	c1ccc(-c2cnc(SCCN3CCOCC3)n2CC2CCCO2)cc1 (configuration not stated)	1	1	0	-3	0.0	62	6	11	5
23	O=C(O)/C(=C\c1cn(-c2ccccc2)nc1-c1ccc(Cl)cc1)NC(=O)c1ccccc1	-7	-21	-11	-4	0.6	6	31	-5	nt
24	O=C(c1ccco1)N1CCn2c1nc1ccccc12	-19	-6	3	-2	-0.1	9	0	5	-7
25	CCOCC(O)CS(=O)(=O)c1ccccn1 (configuration not stated)	5	-13	1	-1	0.2	-2	2	-13	3
26	COc1ccc(C(=O)/C=C/Nc2c(C)n(C)n(-c3ccccc3)c2=O)cc1OC	-34	-10	-1	-2	36	9	6	-26	-9
27	Cc1cc(Cl)c(S(=O)(=O)N2CCN(c3cccc(C)c3C)CC2)cc1OCC(N)=O	-4	-2	-6	-14	1.3	-3	-13	-4	-9
28	CCN(C(=O)Cn1cnc2cc([N+](=O)[O-])ccc2c1=O)C1CCS(=O)(=O)C1 (configuration not stated)	-12	1	-15	0	0.7	-10	21	-2	-5
29	COCCCNC(=S)N1CCN(S(C)(=O)=O)CC1	-2	-13	3	-2	0.3	-16	4	-13	-3
30	CCOCC(=O)Nc1cc(C(=O)Nc2cc(C)cc(C)c2)ccc1Cl	4	7	3	-2	28	-5	17	-1	-20
31	CCCCC1C2=C(CC(C)(C)CC2=O)OC2=C1C(=O)CC(C)(C)C2	-1	7	0	-4	-0.3	2[fluorescence artefact?]	3	0	-6
32	CCOc1ccc2oc(C(=O)OCC(=O)NC(=O)NC3CCCC3)c(C)c2c1	-3	-11	0	-5	35	5	-2	-2	-8
33	O=C(O)COc1ccccc1O	1	11	2	-1	-0.4	20	-4	-12	-4
34	COC(=O)c1ccc(COC(=O)c2[nH]c(C)c(C(C)=O)c2C)o1	26	-18	0	1	0.8	12	0	-8	-6
35	CC(C)NC(=S)N(CCc1ccncc1)C(C)C	-4	-11	1	1	0.3	-7	13	-6	-13
36	C=CCNc1nc(Cl)nc(Nc2ccc([N+](=O)[O-])cc2)n1	-23	-7	1	-2	1.0	2	21	-24	-7
37	CCCOc1cc(CC(=O)NCc2ccco2)ccc1OC	-1	-10	-2	0	-0.4	2	1	-5	-13
38	COc1ccccc1N(CCC#N)C(=O)CSc1nc(-c2ccccc2)cn1N	5	0	-2	-1	-0.6	9	2	-3	-11
39	O=C(COC(=O)/C=C/c1nc2ccccc2s1)Nc1cccc2ccccc12	-8	-16	-2	-1	0.6	-7[fluorescence artefact?]	3	-15	4
40	Cc1cccc(-n2c(SCC(=O)O)nc3sc4c(c3c2=O)CCCC4)c1	-5	4	-3	-1	0.8	2	27	-3	-40
41	COc1ccc(Br)cc1CNC(=O)C1CCCN(c2nc3ccccc3o2)C1 (configuration not stated)	-1	-13	0	1	6.0	14	4	-3	11
42	Cc1[nH]c2ccccc2c1CCN(Cc1cccs1)C(=S)NC(C)(C)C	1	-2	2	-1	0.3	-12	14	-11	1
43	Cn1c(=O)c2sccc2n2c(CCCC(=O)NCc3ccc4c(c3)OCO4)nnc12	4	-23	-6	3	0.1	7[fluorescence artefact?]	2	1	0
44	CCCCC(C(=O)NC(C)(C)C)N(Cc1ccco1)C(=O)c1snc(C(N)=O)c1N (configuration not stated)	-11	-5	1	1	-0.2	4	6	-10	-23
45	CCOC(=O)c1cnc(Nc2nc3ccccc3o2)nc1C	-10	-12	4	-1	-2.8	9[fluorescence artefact?]	-18	18	-14
46	Cc1ccccc1-n1nc(-c2cccnc2)cc1C(=O)N/N=C/c1ccncc1	0	6	2	-1	2.2	5	8	2	-10
47	Cc1ccc(Cn2c(CN3CCOCC3)nc3c2c(=O)[nH]c(=O)n3C)cc1	8	-7	5	1	1.4	3[fluorescence artefact?]	8	-2	-7
48	O=C(Nc1cccc(Cl)c1)Nc1nc(-c2ccccc2)cs1	-9	-21	-23	-5	14	-13	18	-3	-7
49	Cc1ccc(OCCCCn2c(CO)nc3ccccc32)cc1	0	-26	0	-7	6.4	-4	22	-15	-39
50	CCOC(=O)C(=O)Nc1nc(-c2ccccc2)c(CC)s1	-8	-4	1	1	0.7	-33[fluorescence artefact?]	4	-7	-14
51	COc1cccc(NC(=O)Cc2nc(-c3ccccc3)sc2-c2ccc(C)cc2)c1	-6	-26	-7	-4	nt	-29	-6	-79	-10
52	O=C(Nc1cccc(F)c1)c1cc(S(=O)(=O)N2CCC(C(=O)O)CC2)ccc1F	5	-16	-6	1	0.2	0	0	-8	-6
53	COC(=O)/C(=C/c1ccco1)NC(=O)c1ccccc1	-7	-2	-3	-3	2.0	-11	2	-7	12

# Copied from the list.
# Reading for no. 26 in Tb hexokinase: -34
# Reading for no. 38 in 14-3-3 Bad inh: 9
# Reading for no. 53 in Runt-SMMHC FRET: -3
# Reading for no. 49 in Hck-Nef inh: 22
# Reading for no. 51 in Runt-CBFb FRET: -4
# Reading for no. 34 in 14-3-3 Bad inh: 12
# Reading for no. 43 in EBV gp42 inh: -23

# Results in sequence from the list.
# NCF1 inh, compounds 32–36: -2, -12, -8, -6, -24

# Single records, as listed above:
# `O=C(Nc1cccc(F)c1)c1cc(S(=O)(=O)N2CCC(C(=O)O)CC2)ccc1F` is listed with Tb hexokinase: 5; EBV gp42 inh: -16; Runt-SMMHC FRET: -6; Runt-CBFb FRET: 1; zVAD death inh: 0.2; 14-3-3 Bad inh: 0; Hck-Nef inh: 0; NCF1 inh: -8; Mdm2 ligase inh: -6
# `Cc1ccc(OCCCCn2c(CO)nc3ccccc32)cc1` is listed with Tb hexokinase: 0; EBV gp42 inh: -26; Runt-SMMHC FRET: 0; Runt-CBFb FRET: -7; zVAD death inh: 6.4; 14-3-3 Bad inh: -4; Hck-Nef inh: 22; NCF1 inh: -15; Mdm2 ligase inh: -39
# `Cc1[nH]c2ccccc2c1CCN(Cc1cccs1)C(=S)NC(C)(C)C` is listed with Tb hexokinase: 1; EBV gp42 inh: -2; Runt-SMMHC FRET: 2; Runt-CBFb FRET: -1; zVAD death inh: 0.3; 14-3-3 Bad inh: -12; Hck-Nef inh: 14; NCF1 inh: -11; Mdm2 ligase inh: 1

# Screens: PubChem, several laboratories
